Source: PubChem (Sanford-Burnham Center for Chemical Genomics)
H9c2 TAG inh: inhibitors of triacylglycerol accumulation; inhibition, % at 12.5 µM; AID 651582; actives 0.66% (n = 230,000); H9c2 cells, Nile Red lipid (TAG) fluorescence; cells loaded with 200 µM oleic acid;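 active = pattern-corrected inhibition of lipid staining of at least 50% with the nuclear-stain viability signal not falling by more than 50%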;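 note: 0% = DMSO wells and 100% = triacsin C control wells; some results filed as inactive read as strong as hits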
H9c2 TAG inh DAPI viability: further read-out of H9c2 TAG inh, marked with its call; DAPI nuclei signal change (viability), lower = more cytotoxic, %;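 whole-well DAPI fluorescence read on a plate reader as a viability signal; minus 50 percent equals half of cells still viable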
* hit, by the source's call. Only part of the results is shown. The share of hits here may be higher or lower than overall.

Under each structure – H9c2 TAG inh	H9c2 TAG inh DAPI viability
CCCCCN(C(=O)CCC(=O)OC(C)C(=O)Nc1ccccc1C)c1c(N)n(CCCC)c(=O)[nH]c1=O (stereo not given)
  27	-30
C=CCSc1nc(NC)c2sccc2n1
  -23	2
COc1ccccc1OCC(=O)OCC(=O)NC1CCCCC1
  12	-10
COc1cccc(OC)c1C(=O)N1CCN(Cc2ccccc2F)CC1
  -6	1
Cc1ccc(OCCOC(=O)c2cc(S(=O)(=O)N3CCCCC3)ccc2N2CCOCC2)cc1
  -38	3
O=Nc1c(O)n(Cc2ccc(Cl)cc2Cl)c2ccccc12
  -37	22
CN1c2ccccc2C(O)=C(C(=S)Nc2ccc(F)c(Cl)c2)S1(=O)=O
  -8	3
CSC(=NC#N)N1CCN(c2ccc([N+](=O)[O-])cc2)CC1
  -10	4
CC(C)CN(C(=O)c1ccc(S(=O)(=O)N2CCCC2)cc1)C1CCS(=O)(=O)C1 (stereo not given)
  2	3
O=C(Nc1ccc(N2CCCCC2)cc1)c1ccc(F)cc1F
  -10	6
CC(NCC(=O)Nc1cc(S(=O)(=O)N2CCOCC2)ccc1Cl)c1ccc(Cl)cc1Cl (stereo not given)
  -46	2
O=C(CN1CC(=O)Oc2ccccc21)NCc1ccco1
  -1	0
CCOc1cc(/C=C\[N+](=O)[O-])ccc1OCC(=O)N1CCOCC1
  42	-19
Cc1ccc(C(C#N)c2ccc3c(C(F)(F)F)cc(C(F)(F)F)nc3n2)cc1 (stereo not given)
  23	6
CCCn1c(S(=O)(=O)O)nc2ccccc21
  -1	10
OC[C@H]1O[C@@](CO)(O[C@H]2O[C@H](CO)[C@@H](O)[C@H](O)[C@H]2O)[C@@H](O[C@H]2O[C@H](CO)[C@@H](O)[C@H](O)[C@H]2O)[C@@H]1O
  9	-10
O=C(Nc1ccc(F)c(Cl)c1)c1cccnc1
  8	-3
COCCn1nnnc1C(CC(C)C)N1CCN(c2ccccc2)CC1 (stereo not given)
  5	0
CSc1ccc(/C=N/N2CCN(Cc3ccc(C)cc3C)CC2)cc1
  -6	15
CC(=O)Nc1ccc(SC[C@H](CC(C)C)N2CCN(CC(C)C)CCC2=O)cc1
  67*	-26*

The final 3 entries of the section above are carried over, then new ones follow.
Under each structure – H9c2 TAG inh	H9c2 TAG inh DAPI viability
COCCn1nnnc1C(CC(C)C)N1CCN(c2ccccc2)CC1 (stereo not given)
  5	0
CSc1ccc(/C=N/N2CCN(Cc3ccc(C)cc3C)CC2)cc1
  -6	15
CC(=O)Nc1ccc(SC[C@H](CC(C)C)N2CCN(CC(C)C)CCC2=O)cc1
  67*	-26*
N#C/C(=C\c1ccc(F)cc1)c1n[nH]c(Cn2cncn2)n1
  -5	4
O=C(O)C1CC=CCC1C(=O)N1CCCC1 (stereo not given)
  0	-1
Cc1nnsc1SCCNC(=O)Nc1ccc(Cl)cc1
  -21	-7
Cc1cc(N/C=C/C(=O)c2cccs2)ccc1F
  2	11
Cc1cc(C)c(NC(=O)COC(=O)Cn2nc(-c3ccccc3)oc2=O)c(C)c1
  2	4
CCNC(=O)c1ccc(-n2nc(C)cc2-c2ccccc2)cc1
  -17	15
CN(C)CC(O)CN(c1ccccc1)c1ccccc1 (stereo not given)
  1	1
CS(=O)(=O)c1ccc(C(=O)Nc2cc(S(C)(=O)=O)ccc2Cl)cc1
  -1	2
O=[N+]([O-])c1ccc2nc(CN3CCCCC3)[nH]c2c1
  -10	11
C[C@@H]1CN([C@@H](C)CO)C(=O)CCCn2nncc2CO[C@@H]1CN(C)C(=O)Nc1ccnc(N2CCOCC2)c1
  18	-1
Cc1cc(C(=O)COC(=O)c2ccc3c(c2)OCO3)c(C)n1Cc1cccs1
  2	1
CCOc1ccc(N(CC)C(=O)COc2cc(=O)n(CC)c3ccccc23)cc1
  16	14
CN(CCC1CCCCO1)C(=O)CCc1nnc(C2CCCCC2)o1 (stereo not given)
  -11	0
Cc1ccc(C)c(Cn2nnc3c(=O)[nH]c(C4CCN(C(=O)c5cccs5)CC4)nc32)c1
  -3	-1
COc1ccc(C(N)c2csc(Nc3ccc(C(=O)NCCCO)cn3)n2)cc1 (stereo not given)
  0	15
O=C(N/N=C/C(Br)=C\c1ccccc1)c1ccco1
  2	3
CCc1ccccc1NC(=O)N1CCCc2ccccc21
  -3	3
COc1ncccc1C(=O)N1CCC(n2nccc2NC(=O)CC(C)C)CC1
  3	-2
CC(=O)Oc1ccc(Cn2c(C)c(C(=O)NCc3ccc4c(c3)OCCO4)sc2=O)cc1
  -1	1
O=C(Cc1ccccc1)NC1CCS(=O)(=O)C1 (stereo not given)
  -9	-3
Cc1cccc(NC(=O)CCCN2C(=O)c3ccccc3C2=O)n1
  -8	-9
Cc1ccc(NC(=O)Cc2nnc(N)s2)cc1
  10	1
CCC(CO)N=C1CC(C)(C)CC(=O)/C1=C(/O)CCCN1C(=O)c2ccccc2C1=O (stereo not given)
  -1	-5
COc1ccccc1S(=O)(=O)Cc1ccc(C(=O)NCCN(C)C)o1
  1	-7
CCOC(=O)[C@@H]1[C@H]2COc3ccccc3[C@@H]2N2C(=O)N(c3ccc(Br)cc3)C(=O)[C@]12C
  -1	-5
NC(=O)c1ccsc1NC(=O)CSc1ncnc2sccc12
  -12	5
C=C1C[C@]23C[C@@]1(O)CC[C@H]2[C@@]12C=C[C@H](O)[C@@](C)(C(=O)O1)[C@H]2[C@@H]3C(=O)O
  -2	-2
COc1ccc(COC(=O)N/N=C(\C)CC(=O)Nc2ccc(Cl)cn2)cc1
  0	2
COc1ccc(CN2CCN(C(=O)c3cccc(OC)c3OC)CC2)cc1OC
  -4	0
O=C(NCC(c1ccco1)N1CCc2ccccc21)c1ccc([N+](=O)[O-])cc1 (stereo not given)
  -5	15
Cc1ccc([C@H]2C[C@@H](O)[C@H](n3cc(-c4ccc(F)cc4)nn3)CN2Cc2cccs2)cc1
  1	5
O=C(CNc1ccc(C(F)(F)F)cc1)Nc1cccc(S(=O)(=O)N2CCCCC2)c1
  -25	11
CC1CN(C(=O)c2ccc(COc3ccc(C(C)C)cc3)o2)CC(C)O1 (stereo not given)
  -27	15
O=C(Cn1ncc2c1-c1ccccc1OC2)Nc1ccc(Cl)cn1
  4	4
CC(C)N(Cc1ccccc1)C(=O)CN1C(=O)NC2(CCCC2)C1=O
  -25	-3
NC(=O)c1c(Nc2nc3c(F)cccc3s2)sc2c1CCCC2
  15	30
Cc1ccc(CNS(=O)(=O)c2ccccc2[N+](=O)[O-])cc1
  6	-1
CC(OC(=O)/C(C#N)=C/c1ccc(N(C)C)cc1)C(=O)N(C)Cc1ccccc1 (stereo not given)
  -28	5
Cc1ccc([C@@H]2CC=C(C(=O)O)[C@H](c3ccc(Cl)cc3)N2S(=O)(=O)c2ccccc2C)cc1
  2	-1
N#C/C(=C\Nc1ccccc1SC(F)(F)F)c1nc(-c2ccc(Cl)cc2)cs1
  38	-41
O=C(COC(=O)c1cc(F)c(F)cc1Cl)NC1CCCCCC1
  -20	-3
CCCCN1CC(=O)N2[C@H]3c4cc(OC)ccc4OC[C@@H]3[C@H](C(=O)OCC)[C@]2(C)C1=O
  1	-6
O=C(Nc1ccccc1N1CCOCC1)[C@@H]1O[C@H](CO)[C@H](O)[C@H](O)[C@H]1O
  10	-2
CCN(CC)CCn1c2c(c(SCC(=O)Nc3cccc(C(C)=O)c3)nc1=O)CCCC2
  18	3
Cc1ccc(C2(C)NC(=O)N(CC(=O)N(C)CC(=O)Nc3cccc4ccccc34)C2=O)cc1 (stereo not given)
  -14	3
O=C(NC(Cc1c[nH]c2ccccc12)C(=O)NCCCN1CCOCC1)c1cccs1 (stereo not given)
  10	4
CCN1C(=O)C(CC(=O)Nc2ccc(OC)cc2)N(CCc2ccccc2)C1=S (stereo not given)
  8	-15
Cc1ccc(C(C[N+](=O)[O-])c2c(-c3ccccc3O)[nH][nH]c2=O)cc1 (stereo not given)
  4	-2
CN(C)C(CNC(=O)c1cccc(S(=O)(=O)N2CC3(C)CC2CC(C)(C)C3)c1)c1ccco1 (stereo not given)
  -2	7
C[C@H]1CN=C(N(C)C)N1CCc1cccc(F)c1
  7	-1
Nn1c(SCC(=O)N2CCCc3ccccc32)nnc1-c1ccccc1
  5	-9
C=CCn1c(COc2ccc(OC)cc2)nnc1SC(C)C(=O)NC1CC1 (stereo not given)
  -23	-5
N/C(=N\OC(=O)c1ccc2c(c1)OCO2)c1cccc([N+](=O)[O-])c1
  5	-6
CCc1ccc(S(=O)(=O)Nc2ccc(O)c3c(=O)cc(-c4ccccc4Cl)oc23)cc1
  -20	4
COc1cccc(-n2nnc3c(=O)n(CC(=O)Nc4cc(C)on4)cnc32)c1
  8	-5
NNC(=O)c1cncn1-c1ccc(F)cc1
  -5	-3
O=C(NCCCN1CCCCCC1)c1ccc2c(c1)NC(=O)C(N1CCOCC1)S2 (stereo not given)
  -10	3
O=C(CCc1ccc(S(=O)(=O)N2CCOCC2)cc1)Nc1c(F)cccc1F
  -11	-1
CN(C(=O)c1cccc(S(=O)(=O)N2CCOCC2)c1)c1c(N)n(Cc2ccccc2)c(=O)[nH]c1=O
  5	4
CCOC(=O)C1=C(C)OC(N)=C(C#N)C1c1cccc(C)c1 (stereo not given)
  -9	2

(listing goes on)
Under each structure – H9c2 TAG inh	H9c2 TAG inh DAPI viability
Cc1ccc(/C=C/C(=O)OCC(=O)c2ccc3c(c2)NC(=O)CO3)o1
  1	-5
Fc1ccc(NC(=S)N2N=CCC2c2ccccc2)cc1 (stereo not given)
  -10	0
CC(C)CN(CC(C)C)C(=S)Nc1ccc(Cl)cc1
  -5	-1
COc1ccc(-c2cc(C(=O)NCc3ccco3)no2)cc1OC
  -3	9
CCc1cc(=O)oc2cc(C)cc(OCC(C)=O)c12
  -2	5
COc1ccc(OCC(=O)Nc2ccc3oc(=O)ccc3c2)cc1
  7	-7
O=C(Nc1cccc(S(=O)(=O)NC2=NCCC2)c1)c1cc(-c2ccco2)nc2ccccc12
  3	3
COC(=O)c1sc2nc(C)nc(SCC(=O)Nc3sccc3C(N)=O)c2c1C
  13	1
O=C1C2C3C=CC(C4CC34)C2C(=O)N1/N=C/c1ccc(-c2ccccc2[N+](=O)[O-])o1 (stereo not given)
  -10	-8
COc1ccc(NC(=O)COC(=O)CNS(=O)(=O)c2ccccc2)cc1OC
  5	-11
COCC(C)n1c(SCc2nc3ccccc3c(=O)[nH]2)nc2ccccc2c1=O (stereo not given)
  1	1
CCOC(=O)C(=O)NCC(c1ccco1)S(=O)(=O)c1cccs1 (stereo not given)
  -8	-3
CCSc1nc2ccccc2n1Cc1ccccc1F
  -8	-11
CCCC[n+]1ccn(-c2nc3ccccc3nc2[N-]S(=O)(=O)c2ccc(Br)cc2)c1
  -2	8
CCN(CC(=O)Nc1c(F)cccc1F)C(=O)Cc1csc(-c2ccccc2)n1
  16	-7
COC(=O)C1N2C(=O)[C@@H](NC(=O)COc3ccccc3)[C@H]2SC1(C)C (stereo not given in full)
  3	8
O=C(O)C1CCCCN1C(=O)c1ccc(S(=O)(=O)N2CCCC2)cc1 (stereo not given)
  4	-4
Oc1oc(C=Nc2ccc(F)cc2F)c2ccccc12
  -3	-3
CC(C)C(=O)NS(=O)(=O)c1ccc(N)cc1
  25	-9
CCCCN(C(=O)COC(=O)CSc1cc(C)c2ccccc2n1)c1c(N)n(CCC)c(=O)[nH]c1=O
  -25	0

Pulled one by one from the list above:
Under each structure – H9c2 TAG inh	H9c2 TAG inh DAPI viability
CCCC[n+]1ccn(-c2nc3ccccc3nc2[N-]S(=O)(=O)c2ccc(Br)cc2)c1
  -2	8
CCc1cc(=O)oc2cc(C)cc(OCC(C)=O)c12
  -2	5
CCCCN(C(=O)COC(=O)CSc1cc(C)c2ccccc2n1)c1c(N)n(CCC)c(=O)[nH]c1=O
  -25	0
CC(C)C(=O)NS(=O)(=O)c1ccc(N)cc1
  25	-9

(listing goes on)
Under each structure – H9c2 TAG inh	H9c2 TAG inh DAPI viability
S=C(NCc1ccco1)Nc1ccccn1
  -11	8
Cc1ccnc(NC(=O)COc2ccc3oc4c(c3c2)CCCC4)c1
  1	-2
Cc1ccc(C)c(N2CCN(C(=O)CCc3nc(-c4ccccc4C(F)(F)F)no3)CC2)c1
  0	-2
Cc1occc1C(=O)NNC(=O)c1ccccc1F
  2	8
Cn1cc(S(=O)(=O)NC[C@H]2O[C@@H](n3cnc4c(N)ncnc43)[C@H](O)[C@@H]2O)cn1
  11	5
CC12CCC(C(=O)NCCCN3CCOCC3)(C(Br)C1=O)C2(C)C (stereo not given)
  -1	-3
O=C(OCC(=O)c1ccccc1Br)c1ccccn1
  -1	2
Cc1nc(C)c(-c2ccn(S(=O)(=O)c3ccc(Cl)cc3)n2)o1
  2	-3
COC(=O)c1ccc(NC(=S)N2CCN(C(=O)c3ccco3)CC2)cc1
  6	3
O=C(c1ccccc1)[C@H]1CC=CC[C@H]1C(=O)O
  -8	6
O=S1(=O)CCO[C@H]2Cc3ccccc3[C@H]2N1Cc1cccc(C(F)(F)F)c1
  1	3
Fc1ccc(NC(=S)Nc2cccnc2)cc1
  -4	6
O=C(CCc1ccccc1)NNC(=O)c1ccco1
  29	-11
CCCCCOC(=O)NCCOC(=O)Nc1ccc(C(=O)OCC)cc1
  11	11
CC1=C(C(=O)OC(C)C)C(C)NC(=O)N1 (stereo not given)
  4	-3
CCOCc1nnc(NC(=O)c2ccco2)s1
  4	-6
CCOc1ccc(S(=O)(=O)Nc2ccn(C)n2)cc1
  1	4
CCCNC(=O)C1(C)CCCN(Cc2ccc(Cl)cc2)C1 (stereo not given)
  -18	12
